Screening data deposited in PubChem by several laboratories.
PHOSPHO1 inh: blocks human PHOSPHO1 phosphatase activity | Q8TCT1 | recombinant PHOSPHO1, absorbance phosphatase assay | inhibition, % at 13.3 µM | hit rate 1.1% among 290,000 | AID 1565; in the data active = inhibition above about 60%
Target sequence (Q8TCT1 whole entry, looked up): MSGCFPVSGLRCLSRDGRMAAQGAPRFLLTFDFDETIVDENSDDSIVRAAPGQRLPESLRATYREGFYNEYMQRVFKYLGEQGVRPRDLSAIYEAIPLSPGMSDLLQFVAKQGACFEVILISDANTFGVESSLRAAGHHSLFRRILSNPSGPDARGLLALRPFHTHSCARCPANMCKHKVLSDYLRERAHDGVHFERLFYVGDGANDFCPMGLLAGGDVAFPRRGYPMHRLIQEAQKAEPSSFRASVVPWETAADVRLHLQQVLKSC
DNA FID counter: displaces DNA intercalator in HCV helicase counter-screen | DNA fluorescent intercalator displacement, fluorescence | inhibition, % at 7.9 µM | hit rate 0.17% among 290,000 | AID 1845; in the data active = inhibition above about 37%;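 also: 0% = vehicle and 100% = reference compound; higher means more ethidium bromide displaced from hairpin DNA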
VIM-2 inh: inhibitors of Pseudomonas aeruginosa VIM-2 metallo-beta-lactamase; inhibition, % at 5.6 µM; purified VIM-2, nitrocefin hydrolysis, epi-absorbance fluorescence; AID 1527; hit rate 0.89% among 290,000;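 active = inhibition above the mean of all tested compounds plus 3 SD, cutoff set per screening run, cut at about 7.5% in these data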;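 also: red hydrolysis product quenches plate fluorescence so inhibitors raise well fluorescence; 0% = enzyme with DMSO and 100% = DMSO without enzyme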
GPR7 antagonist: antagonists of human GPR7 (neuropeptides B/W receptor 1); P48145; AID 1861; inhibition, % at 4.4 µM; GPR7-expressing cells, fluorescence antagonist assay; hit rate 1.1% among 290,000; in the data active = inhibition above about 16%, passing the limit was not always enough;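 also: cells stimulated with the agonist NPW; 0% = agonist with vehicle and 100% = vehicle without agonist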
GalR3 antag: human GalR3 antagonism. O60755. inhibition, % at 3 µM. HEK293 GalR3-CNG cAMP membrane potential fluorescence; galR3 body fused to GalR1 C-terminus. hit rate 0.44% among 360,000;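 active = inhibition above the screen-wide average plus 3 SD, cut at about 13% in these data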;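 also: forskolin and galanin both at EC90 stimulate the cells; cAMP rise reported by CNG channel membrane potential dye signal; 0% = forskolin plus galanin with DMSO and 100% = forskolin alone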
Target sequence (O60755 1-299 limits assumed): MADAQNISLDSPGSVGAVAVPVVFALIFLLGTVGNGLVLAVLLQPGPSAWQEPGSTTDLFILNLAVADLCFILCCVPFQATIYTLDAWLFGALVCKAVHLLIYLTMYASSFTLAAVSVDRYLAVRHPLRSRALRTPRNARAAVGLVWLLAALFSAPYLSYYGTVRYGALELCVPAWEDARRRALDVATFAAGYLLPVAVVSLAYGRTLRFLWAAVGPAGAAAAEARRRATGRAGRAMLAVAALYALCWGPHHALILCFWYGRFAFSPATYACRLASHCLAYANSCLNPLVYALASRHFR
V1aR counter: activates human V1a receptor in oxytocin agonist counter-screen; P37288; activation, % at 3 µM; CHO-V1R cells, Fluo-8 calcium fluorescence, agonist mode; 0% DMSO, 100% 3 nM vasopressin; hit rate 0.25% among 320,000;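 active = activation above the mean activation of all tested compounds plus 3 SD, per screening run, cut at about 20% in these data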;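 also: signal is peak over basal fluorescence ratio across a 100 second FLIPR read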
Target sequence (P37288 whole entry, looked up): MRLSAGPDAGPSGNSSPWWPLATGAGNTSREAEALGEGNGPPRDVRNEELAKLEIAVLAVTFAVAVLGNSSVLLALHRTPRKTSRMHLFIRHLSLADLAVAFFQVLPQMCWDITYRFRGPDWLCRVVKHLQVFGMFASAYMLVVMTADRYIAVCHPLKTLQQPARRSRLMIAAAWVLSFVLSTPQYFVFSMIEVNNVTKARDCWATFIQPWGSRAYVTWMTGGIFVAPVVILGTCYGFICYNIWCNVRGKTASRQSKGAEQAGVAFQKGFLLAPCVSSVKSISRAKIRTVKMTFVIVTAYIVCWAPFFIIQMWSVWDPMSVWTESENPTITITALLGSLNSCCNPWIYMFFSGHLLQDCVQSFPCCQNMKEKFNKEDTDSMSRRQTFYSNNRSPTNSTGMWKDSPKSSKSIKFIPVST
NS3 helicase inh: blocks Hepatitis C virus NS3 helicase unwinding; AID 1800; inhibition, % at 10.9 µM; NS3 helicase DNA unwinding, Cy5 molecular beacon fluorescence; hit rate 0.56% among 290,000;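 active = inhibition above the mean of all tested compounds plus 3 SD, set per campaign, cut at about 35% in these data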;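 also: 0% = DMSO wells and 100% = thioflavine S control wells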
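Material: hepatitis C virus NS3 helicase domain fragment enzyme; measured by: Cy5 fluorescence, 0 and 60 min reads; control set: DMSO and thioflavine S; incubation: 60 min unwinding reaction at 25 °C after ATP addition; read-out basis: % inhibition from 60/0 min fluorescence ratio, DMSO 0%, thioflavine S 100%; repeats: singlicate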
IMP-1 inhibitor: inhibitors of Pseudomonas aeruginosa IMP-1 metallo-beta-lactamase. inhibition, % at 5.6 µM. purified IMP-1, nitrocefin hydrolysis, epi-absorbance fluorescence. hit rate 0.45% among 290,000. AID 1556;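 active = inhibition above the mean plus 3 SD of all compounds in the same screening run, cut at about 4.5% in these data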;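 also: 0% = IMP-1 with DMSO and 100% = DMSO wells lacking enzyme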
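system = purified recombinant IMP-1 beta-lactamase | amount = 0.2 nM IMP-1, as dispensed | medium = HEPES buffer pH 7.1 with ZnSO4 and Brij 35 | times = 25 °C, 15 min preincubation, 25 min reaction | detection = plate fluorescence quenching by hydrolysis product, ex 480/em 530 nm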
OXTR ag: human OXTR agonism; P30559; hit rate 0.32% among 320,000; activation, % at 3 µM; CHO-OTR cells, Fluo-8 calcium fluorescence; normalized: DMSO 0%, oxytocin 100%;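 active = activation above the mean of all tested compounds plus 3 SD, cutoff set per screening run, cut at about 20% in these data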;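 also: peak over basal fluorescence ratio from a 100 s FLIPR kinetic read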
Active calls of the source: *; nt = not tested or not shown.

SMILES	PHOSPHO1 inh	DNA FID counter	VIM-2 inh	GPR7 antagonist	GalR3 antag	V1aR counter	NS3 helicase inh	IMP-1 inhibitor	OXTR ag
COc1ccc(-c2c(N)nnc3c2[nH]c2ccccc23)cc1OC	11	-2	3.5	-16	-4	0.1	5	-2.8	2.2
Cc1ccc(S(=O)(=O)N2CCC(C)CC2)c([N+](=O)[O-])c1	15	-4	-0.8	-6	2	-0.6	-6	-1.6	-2.1
COc1cc(OC)c(C2C(C(=O)N3CCOCC3)=C(C)NC3=C2C(=O)CC(C)(C)C3)cc1OC (stereo unspecified)	-21	-4	-3.3	1	-2	-0.2	-1	-6.5	0.4
CCc1ccc(NC(=O)c2cccc(NC3=NC4CS(=O)(=O)CC4S3)c2)cc1 (stereo unspecified)	28	-16	-2.7	-4	nt	-0.1	-2	-5.5	-0.4
CC(=O)Nc1ccc(NC(=O)C2CC(=O)Nc3ncnn32)cc1 (stereo unspecified)	45	-2	-2.7	0	-3	0.5	0	-1.2	1.1
CC(=O)Nc1ccc(C(=O)OCc2ccc(Cl)cc2)cc1	-41	-7	-0.1	-12	0	-0.5	-8	-4.2	2.4
CCOc1ncccc1C(=O)OCC(=O)Nc1cc(S(=O)(=O)N2CCOCC2)ccc1C	-16	-18	-2.0	-12	-1	1.1	-8	-2.1	0.5
CCOC(=O)c1sc2nc(C)nc(NCc3ccc(F)cc3)c2c1C	40	-19	1.4	-15	-5	3.4	-9	-1.8	-0.5
CCOCCCNc1ncnc2c1nc1n2CCCC1	39	-10	1.0	24	-10	nt	-1	-0.1	nt
COc1ccc(CCNC(=O)Nc2cccc([N+](=O)[O-])c2)cc1	47	5	-1.7	10	-3	8.2	2	-2.0	6.7
COC(=O)c1ccc(COc2ccc3c(C)c(C)c(=O)oc3c2C)o1	4	2	-0.8	-15	nt	nt	1	-4.7	nt
CCOC(=O)C1CCN(c2c(NC3CCCc4ccccc43)c(=O)c2=O)CC1 (stereo unspecified)	-9	-21	-2.9	-7	3	-0.7	-3	-3.7	-0.7
O=C(CCc1ccc(S(=O)(=O)N2CCOCC2)cc1)Oc1ccccc1	23	-23	1.6	3	-5	1.3	2	0.7	3.0
Cc1ccc(OCC(=O)c2c[nH]c3ccccc23)c([N+](=O)[O-])n1	20	7	-2.4	-8	-2	0.3	1	-3.1	2.4
COC(=O)c1ccc(NC(=O)c2ccccc2NS(C)(=O)=O)cc1	27	-7	-2.2	-15	2	8.4	3	-4.8	9.4
COc1ccc(-n2nc(C(=O)N3CCN(c4ccc(F)cc4)CC3)c3ccccc3c2=O)c(OC)c1	-31	-29	1.1	2	-4	nt	-12	-0.7	nt
Cc1ccc(NC(=S)N(CCC(C)C)C(C)c2ccncc2)c(Cl)c1 (stereo unspecified)	16	1	-2.1	-14	-5	0.2	2	-2.9	-1.4
CC(C)Cn1c(-c2cc(Br)ccc2F)nc2c1c(=O)[nH]c(=O)n2CC(C)C	16	-40	0.8	-24	-8	-0.4	-14	-1.0	-1.5
Cc1cc(C)c(S(=O)(=O)N2C=CC(C(F)(F)F)=NCC2)c(C)c1	-4	-6	-4.3	-2	2	0.7	4	-3.9	0.7
O=S(=O)(Nc1nc2ccccc2s1)c1ccc(Cl)s1	4	-17	1.1	-5	-6	2.7	25	2.5	2.7
CCOc1ccc(N(C(C)=O)c2nc(C)cc(C)c2C#N)cc1	17	-13	0.9	3	0	1.5	-1	-2.0	1.9
O=C(Cc1cccc2ccccc12)N/N=C/c1ccc2cccc(O)c2n1	33	-9	-2.0	-8	-4	1.0	0	-3.5	1.2
COc1ccc2[nH]c(C)c(CCNC(=S)Nc3cc(C)ccc3C)c2c1	-6	-8	-2.0	-11	0	8.2	-6	-4.1	8.8
COc1ccc(NS(=O)(=O)c2cc(NC(=O)Cn3cnc4c3c(=O)n(C)c(=O)n4C)ccc2C)cc1	13	-9	-1.9	7	-7	0.1	4	-1.9	-0.1
CN(C)Cc1c(C(=O)N/N=C/c2ccoc2)nnn1-c1nonc1N	16	-6	-4.2	-2	-11	1.8	8	-4.9	1.6

Remaining list, next part:
SMILES	PHOSPHO1 inh	DNA FID counter	VIM-2 inh	GPR7 antagonist	GalR3 antag	V1aR counter	NS3 helicase inh	IMP-1 inhibitor	OXTR ag
C=CCn1cc(-c2ccccc2)cc(C#N)c1=O	-5	-1	-3.0	-9	-2	-0.4	-2	-3.9	0.3
O=C(CCC(=O)N1CCOCC1)NCCc1ccc(Cl)cc1Cl	26	-12	0.1	-17	-1	-0.1	2	-2.0	-0.4
O=C(CSc1nc2c(sc3ccccc32)c(=O)n1CCCN1CCCC1)NCc1ccccc1	12	9	-2.9	-8	-4	-0.8	-59	-3.6	2.0
C[C@]1(C(=O)NCCCNc2ncc(C(F)(F)F)cc2Cl)C=C[C@@H](Cc2ccccc2)N1C(=O)c1ccccc1	-11	-29	-1.0	5	nt	-0.5	-10	1.4	-1.1
CCOC(=O)C1CCCN(C(=O)COc2ccccc2O)C1 (stereo unspecified)	29	-7	-4.1	-10	-3	1.4	-3	-0.7	1.0
O=C(Nc1ccc2c(c1)OCO2)C1CC(=O)N(c2ccc3c(c2)OCCO3)C1 (stereo unspecified)	9	-18	-1.1	-16	-5	0.4	-1	-2.4	-0.8
CC(=O)Nc1nc2ccccc2n1CCN(C)C	-14	1	-1.0	-9	2	1.1	5	-3.4	1.5
Cn1cccc1C(=O)NC(=O)COC(=O)CC12CC3CC(CC(Br)(C3)C1)C2	11	-7	-4.5	5	8	0.2	2	-2.5	2.4
CCOc1ccc(N/C(SC)=C(/C#N)C(N)=O)cc1	-18	-10	3.7	-5	-7	-1.3	-15	-1.4	-1.7
O=C(CN1C(=O)CCSc2ccccc21)Nc1ccc2c(c1)OCCO2	9	-36	-1.2	-11	-6	0.3	-3	0.0	0.5
CN1CCN(CC(=O)NC23CC4CC(CC(C4)C2)C3)CC1	4	4	-2.0	-13	-5	3.8	5	-3.1	1.1
Cc1ccc(Oc2nc3ccccc3n3c(C)nnc23)c(C)c1	3	-2	-2.3	1	-4	-0.8	2	-2.0	0.4
CC(NC(=O)C1CCC1)c1ccc(Cl)cc1 (stereo unspecified)	2	-2	-1.9	-8	-5	0.9	2	-1.2	-0.9
Cc1cnc(CN2CCCC(C(=O)c3ccc4c5c(cccc35)CC4)C2)[nH]1 (stereo unspecified)	32	1	0.6	2	3	-0.6	-11	-3.5	0.0
COc1cccc(-n2c(Cc3cc(=O)[nH]c(=O)[nH]3)nnc2SC(C)C)c1	3	-10	-3.5	-4	4	1.3	3	-3.9	0.9
CCOC(=O)N1CCN(C(=O)c2ccc(OC)c(OC)c2)CC1	-12	-6	-3.6	-9	3	2.5	6	-0.8	1.4
COC(=O)c1sccc1NC(=O)Nc1ccc(OC)cc1OC	58	-9	-3.4	-3	-1	0.7	2	-4.4	-0.6
Cn1nnnc1SCc1nc2scc(-c3ccccc3)c2c(=O)[nH]1	33	-16	-2.1	-18	-1	2.0	-13	-1.6	3.3
O=C(NCc1ccc(F)cc1)c1cc2c(s1)CCCC2	-6	-10	-1.2	-8	-4	-0.5	5	-1.9	-1.9
COc1cc2c(cc1NC(=O)CCCCCN1C(=O)CCC1=O)oc1ccccc12	-34	-23	-2.5	-3	-4	-0.8	-8	-2.2	0.7
Cc1onc(C(=O)N2C(C)CCCC2C)c1[N+](=O)[O-] (stereo unspecified)	8	-4	-0.9	4	-11	0.3	2	-1.6	0.9
CCOc1ccc2ccccc2c1/C=N/NC(=O)c1cc(C)[nH]n1	36	-20	0.3	3	-8	-0.7	-13	-2.2	-1.9
CC(C)c1ccc(CC(C)C2C3=C(CCCC3=O)OC3=C2C(=O)CCC3)cc1 (stereo unspecified)	9	-4	-3.8	-8	3	-0.2	5	-0.7	-1.3
O=C(Cn1cc(S(=O)(=O)Cc2cccc(F)c2)c2ccccc21)N1CCOCC1	38	-24	-1.6	-11	-2	1.3	0	-1.6	0.6
O=C(O)CSc1nc(-c2ccc(Cl)cc2)nc2c1oc1ccccc12	-3	-9	1.1	0	0	6.3	7	-2.4	6.3

Results in GPR7 antagonist and PHOSPHO1 inh (2 entries from above):
SMILES	GPR7 antagonist	PHOSPHO1 inh
CC(C)c1ccc(CC(C)C2C3=C(CCCC3=O)OC3=C2C(=O)CCC3)cc1 (stereo unspecified)	-8	9
O=C(Cn1cc(S(=O)(=O)Cc2cccc(F)c2)c2ccccc21)N1CCOCC1	-11	38

(listing goes on)
SMILES	PHOSPHO1 inh	DNA FID counter	VIM-2 inh	GPR7 antagonist	GalR3 antag	V1aR counter	NS3 helicase inh	IMP-1 inhibitor	OXTR ag
Nc1nnc(CSc2ccc(Cl)cc2)s1	10	-3	-2.2	-8	-1	2.1	-3	-3.5	2.1
Cc1ccc(S(=O)(=O)N/N=C/c2cccn2-c2ccc(Cl)cc2)cc1	-10	-4	-1.6	1	-5	-0.9	0	-3.0	-2.9
O=C(NNC(=O)c1ccccc1[N+](=O)[O-])c1ccc(NC(=O)c2ccccc2)cc1	20	-2	-3.1	-8	2	0.5	5	-1.8	0.9
COCCNC(=S)N1CCN(Cc2cccc(OC)c2)CC1	-19	-5	0.2	0	-4	-0.4	-6	-1.2	-1.5
O=C(O)CCC(=O)Nc1ccc(Br)cn1	-6	0	-1.9	-17	3	-0.2	-5	-2.0	0.6
Cc1ccc(C(=O)N/C(=C\c2sccc2C)C(=O)NCCCN2CCOCC2)cc1	17	-4	-4.5	-10	-9	-0.3	-9	-3.3	-0.6
Cc1cc(-c2nnc(SCC(=O)Nc3ccccc3C(F)(F)F)n2N)n[nH]1	-4	-3	-0.3	-14	-1	0.3	-7	-3.0	-0.6
Cc1ccc(NS(=O)(=O)c2ccc(-c3ccc(=O)[nH]n3)o2)cc1	19	-19	-0.9	-8	3	0.2	19	2.3	0.1
Cc1ccc(C)c(N=Nc2nc3ccccc3n2C)c1	36	-12	-0.8	-11	-7	-1.0	2	-2.8	-2.7
CCN(CC)CCN(C(=O)c1ccc(Br)s1)c1nc2cc3c(cc2s1)OCCO3	-17	7	-1.5	-22	-1	-1.1	1	-3.2	-0.3
CCCOC(=O)CSc1nnc(-c2ccc(Cl)cc2Cl)o1	-5	-17	-2.9	3	-5	2.3	-11	-2.5	-2.1
CCN1CCCC1CNC(=O)c1cc2c(OC)cccc2[nH]1 (stereo unspecified)	18	-3	-3.1	-1	-10	1.0	-65	-1.7	0.7
Cc1cc(C)c(C(=O)CSc2nnc(C)c(=O)[nH]2)cc1C	40	-19	-2.5	-12	-9	0.1	0	-2.8	-0.1
COc1ccc(/C=N/NC(=O)c2ccn[nH]2)cc1COc1ccc(Cl)cc1Cl	11	-3	1.6	-3	-4	0.1	-23	0.3	-1.2

Profiles as entered above.
Cc1ccc(C(=O)N/C(=C\c2sccc2C)C(=O)NCCCN2CCOCC2)cc1 across the screens: PHOSPHO1 inh = 17; DNA FID counter = -4; VIM-2 inh = -4.5; GPR7 antagonist = -10; GalR3 antag = -9; V1aR counter = -0.3; NS3 helicase inh = -9; IMP-1 inhibitor = -3.3; OXTR ag = -0.6
COc1ccc(/C=N/NC(=O)c2ccn[nH]2)cc1COc1ccc(Cl)cc1Cl across the screens: PHOSPHO1 inh = 11; DNA FID counter = -3; VIM-2 inh = 1.6; GPR7 antagonist = -3; GalR3 antag = -4; V1aR counter = 0.1; NS3 helicase inh = -23; IMP-1 inhibitor = 0.3; OXTR ag = -1.2
